# Source: PubChem BioAssay
# MITF TRPM1 inh: MITF TRPM1 promoter inhibition in SK-MEL-5 cells | inhibition, % at 12.5 µM | AID 488899 | SK-MEL-5 TRPM1 promoter luciferase, 24 h | hit rate 0.83% among 330,000;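 active means mean inhibition across replicates of 60% or more, whatever share of single replicates reaches that level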; further: values of inactives mirror those of a sister screen read the other way
# KKLEB tox: counter-screen for CF NF-kB inhibitors: cytotoxicity | KKLEB CF airway cells viability, ATPlite luminescence, overnight; hits give low values; cells stimulated with P. aeruginosa culture filtrate | activity change (cytotoxicity), % at 5 µM | hit rate 0.36% among 360,000 | AID 602141;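 active means corrected activity change at or below -50% at 5 µM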
# NR2E3 ag-1: human photoreceptor-specific nuclear receptor agonism. Q9Y5X4. CHO-S Gal4-NCOR/VP16-NR2E3 two-hybrid, luciferase. inhibition of corepressor binding, % at 3.98 µM. hit rate 0.35% among 360,000. AID 602229;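 active means inhibition above the mean of all tested compounds plus 3 SD, cut at about 70% in these data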;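 further: 0% = DMSO with NR2E3 transfected cells and 100% = cells lacking NR2E3 construct; higher means lower luciferase signal from less NR2E3 corepressor binding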
# Target sequence (Q9Y5X4 whole entry, looked up, the tested form may be a part): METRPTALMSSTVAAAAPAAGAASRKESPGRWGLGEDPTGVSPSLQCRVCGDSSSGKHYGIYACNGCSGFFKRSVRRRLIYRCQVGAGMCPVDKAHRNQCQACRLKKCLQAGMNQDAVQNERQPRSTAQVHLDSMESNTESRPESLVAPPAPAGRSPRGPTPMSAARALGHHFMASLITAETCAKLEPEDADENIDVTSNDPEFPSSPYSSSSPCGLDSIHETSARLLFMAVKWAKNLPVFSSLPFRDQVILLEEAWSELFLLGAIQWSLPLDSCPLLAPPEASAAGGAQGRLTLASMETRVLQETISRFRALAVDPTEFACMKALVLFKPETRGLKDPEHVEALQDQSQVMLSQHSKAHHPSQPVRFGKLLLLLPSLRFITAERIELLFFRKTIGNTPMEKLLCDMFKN
# aDG glyco up: increases alpha dystroglycan glycosylation; Pro5-aDG cells, alpha-DG glycosylation AlphaScreen (IIH6); 0% Pro5, 100% B10-LARGE cell signal; hit rate 0.22% among 360,000; AID 624168; activation, % at 10 µM;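 active means activation of at least 8% versus controls, or a plate z-score of at least 8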;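 further: Pro5 are CHO cells carrying HIG-tagged alpha-DG that lacks glycosylation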
# CF NFkB inh: inhibitors of cystic fibrosis induced NF-kB; KKLEB NF-kB-GFP reporter, PAF-induced, GFP fluorescence overnight; inhibition, % at 5 µM; hit rate 0.86% among 360,000; AID 588850;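 active means at least 50% inhibition at 5 µM, scaled per plate between neutral and stimulator controls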;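 further: PAF is a Pseudomonas aeruginosa culture filtrate used as stimulus; plate controls were PAF-stimulated DMSO wells for no effect and unstimulated DMSO wells for full effect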
# Peg3 promoter: Peg3 promoter activity inhibition | inhibition, % at 20 µM | HeLa PEG-Prom luciferase reporter, luminescence, overnight | AID 588405 | hit rate 1.7% among 360,000;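 active means inhibition of at least 50% at 20 µM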
# hiPSC survival: increases survival of single human iPS cells; AID 602274; hit rate 0.044% among 360,000; hiPSC single-cell survival, ATPlite luminescence; 100% = ROCK inhibitor wells, 0% = DMSO; survival enhancement, % at 20 µM; in the data active means survival enhancement above about 18%;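 further: cells exposed to compounds for 16 hours before the ATP read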
# Shn3 3UTR inh: Schnurri-3 reporter inhibition in Clone20 osteoblasts | hit rate 0.52% among 360,000 | Clone20 osteoblast Shn3 3'UTR firefly luciferase, 24 h | inhibition, % at 12.5 µM;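 active means mean inhibition of at least 75% with every replicate also reaching 75%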;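 further: 0% = median of neutral control wells and 100% = pilot-screen positive control compound; some compounds past the cut are filed as inactive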
# HIF-2a inh: inhibitors of HIF-2a | 786-0 RCC cells HIF-2a reporter, luciferase luminescence, overnight | inhibition, % at 18.8 µM | hit rate 0.72% among 360,000;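 active means inhibition of the luminescence signal of 40% or more relative to plate controls, in a single-dose primary screen at 18.75 µM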
# NR2E3 ag-2: activates human photoreceptor nuclear receptor NR2E3; GST-NR2E3/biotin-RetCOR TR-FRET, 1536-well; Q9Y5X4; inhibition of corepressor binding, % at 4.78 µM; hit rate 0.12% among 320,000; AID 2300;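 active means percent inhibition above the cutoff of mean plus 3 SD of all tested compounds, set per screening campaign, cut at about 20% in these data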;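 further: 0% = DMSO wells and 100% = biotin wells as full block of FRET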
#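 system = GST-tagged NR2E3 plus biotinylated RetCOR corepressor | input = 1.35 nM GST-NR2E3 | also added = 7 nM biotin-RetCOR | schedule = 5 h incubation at 4 °C | measured by = TR-FRET with europium anti-GST and streptavidin-D2, 340 nm excitation | read-out = percent loss of FRET ratio relative to control wells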
# TWEAK-Fn14 inh: blocks TWEAK-Fn14 interaction in a reporter cell assay; TWEAK-stimulated Fn14 reporter cells, luciferase luminescence, 8 h; inhibition, % at 10 µM; hit rate 2% among 360,000; AID 1159606; in the data active means inhibition above about 50%
# * marks the source's active call; other numbers are inactive results; · = no result given.
SMILES,MITF TRPM1 inh,KKLEB tox,NR2E3 ag-1,aDG glyco up,CF NFkB inh,Peg3 promoter,hiPSC survival,Shn3 3UTR inh,HIF-2a inh,NR2E3 ag-2,TWEAK-Fn14 inh
COc1ccc(C(=O)NC(=S)NCc2ccco2)cc1,-18,-3,-13,-0.2,-4,-62,-0.2,-34,-105,4,-14
O=C(Nc1ccon1)c1cnc2sccn2c1=O,4,11,-10,0.1,-22,-39,4.5,-7,-63,1,-8
Nn1c(SCC(=O)NC2CCS(=O)(=O)C2)nc2scc(-c3ccccc3)c2c1=O (stereo not drawn),-6,8,-15,-0.1,-16,-8,-0.5,-35,9,-1,6
COc1ccc(/C=C/C(=O)O)cc1S(=O)(=O)N1CCC(Cc2ccccc2)CC1,2,15,-14,-0.1,-33,5,-0.4,-5,1,2,-14
CCN(c1ccc(OC)cc1)S(=O)(=O)c1nnc(NC(=O)COc2ccccc2)s1,6,9,22,-0.1,2,23,-0.5,12,3,0,29
COc1ccc(CCNC(=O)c2cnc3ccccc3n2)cc1,12,0,-8,0.0,-3,-48,-0.1,2,-82,5,-25
O=C(Cn1ncc2c([nH]c3ccccc32)c1=O)N1CCN(c2ccc(F)cc2)CC1,3,13,13,-0.4,-8,9,1.5,-8,7,0,0
CCn1nc(C)c([N+](=O)[O-])c1C(=O)NNC(=O)c1ccccc1Cl,4,4,-30,-0.1,-11,4,0.5,-4,7,3,6
O=C(NCc1ccccc1Cl)NC(=O)c1csc([N+](=O)[O-])c1,5,5,-27,0.0,-17,9,1.3,4,9,-2,-22
CCCC(C(=O)NCC1CCCO1)N(Cc1ccco1)C(=O)CNS(=O)(=O)c1ccc(F)cc1 (stereo not drawn),5,-8,-10,-0.1,13,-1,1.8,14,4,1,10
COc1ccc(C2C(=O)N(CCc3ccccc3)CC(=O)N2C2CCCC2)cc1 (stereo not drawn),4,8,-14,0.7,8,-8,-0.1,3,4,-3,0
COc1ccc(C(=O)c2ccccc2)c(OCC(=O)NC2CC2)c1,-14,-3,-16,0.3,-13,18,-0.6,18,1,1,-19
Nn1c(SCC(=O)NC2CCS(=O)(=O)C2)nnc1-c1ccco1 (stereo not drawn),0,14,-10,2.6,-9,3,-1.2,-10,1,·,4
CC(C)Oc1ccccc1C1Nc2ccccc2C(=O)N1c1ccc2c(c1)OCCO2 (stereo not drawn),-23,2,-68,-0.3,1,-23,-3.1,-28,-33,1,35
COc1cccc(Cn2c(NCc3cccnc3)nc3c2c(=O)n(C)c(=O)n3C)c1,37,1,14,-0.3,1,46,-1.0,77,27,1,-1
O=C(Cn1c(C(=O)N2CCN(C3CCCCC3)CC2)cc2sccc21)c1ccccc1,0,0,-24,0.2,-7,19,-2.9,22,-8,1,-5
Cc1nc2ccc([N+](=O)[O-])cc2[nH]1,-13,10,-17,0.2,12,7,-2.1,7,10,3,-7
Cc1nc(Cl)sc1C(=O)Nc1ccccc1,-5,-6,4,0.0,5,-22,0.5,-1,-10,2,0
CCOCCc1nn2c(=O)cc(CSCC(=O)Nc3cc(C)cc(C)c3)nc2s1,1,28,-10,-0.2,-5,9,0.6,-14,2,2,12
COc1ccc(CN2C(=O)CCC(C(=O)O)C2c2ccccc2)cc1 (stereo not drawn),7,3,-5,0.5,9,4,1.0,-9,15,3,5
Cc1noc(C)c1C(=O)Nc1nnc(-c2ccccc2)s1,0,-3,-27,-0.1,5,-9,-1.5,-13,-17,-1,-2
O=C(c1ccc(S(=O)(=O)N2CCOCC2)cc1)N1CCN(c2ccccc2F)CC1,4,-8,0,0.1,19,12,2.2,-12,9,-2,4
CCN(CC)S(=O)(=O)c1ccc(C(=O)NCCN(C)C)cc1,-8,5,-2,0.2,13,2,1.3,9,14,0,-1
O=C(Nc1ccnn1C1CCN(C(=O)c2cnsn2)CC1)c1cccc(F)c1,5,-15,-31,-0.2,14,-9,-0.4,-13,-58,1,-18
Cn1c(Cc2csc(N)n2)nnc1SCC(=O)NC1CCCCC1,3,-16,-8,-0.1,-13,15,-2.6,·,10,-1,-4
CC(C)c1ccc(NC(=O)CSc2nc3ccccc3nc2N2CCCC2)cc1,·,-12,-9,0.0,22,7,-3.0,31,5,3,29
COc1ccccc1CCC(=O)NNC(=O)c1ccc(Br)cc1,-1,-12,2,0.0,-5,-14,-0.6,-2,-29,1,-5
CCOC(=O)c1ccc(NC(=O)COc2ccc(CNCCO)cc2OCC)cc1,-5,-11,-9,1.2,11,-7,-0.8,2,-2,0,40
CCCONC(=O)Nc1ccccc1[N+](=O)[O-],-1,4,-16,-0.1,-3,-13,2.6,16,-31,3,-9
Cc1cc2c(N=NC(=O)C3CC3c3ccccc3)c(O)[nH]c2cc1Br (stereo not drawn),-4,-5,6,0.1,-8,8,-1.8,0,1,-1,-41
O=C(CS(=O)(=O)c1cn(Cc2ccc(F)cc2)c2ccccc12)N1CCCCC1,-12,-4,-11,0.2,9,1,-0.1,10,6,0,7
CCc1ccccc1NC(=O)CN1CCN(C(=O)CCC(=O)N2CCC(c3ccccc3)=N2)CC1,-3,3,14,-0.2,15,7,-0.4,17,8,1,-39
CCOc1ccc(NS(=O)(=O)c2ccc(C(=O)N(C)Cc3cccc(OC)c3OC)cc2)cc1,2,-6,42,1.2,0,16,0.0,54,18,3,11
COc1cc(/C=N/NC(=O)c2ccc3ccccc3c2)ccc1Oc1ccc([N+](=O)[O-])cn1,1,-6,-11,1.3,-30,6,-2.1,-21,-3,0,23
COc1ccc(CC(=O)Oc2ccc(C)cc2Br)cc1S(=O)(=O)N1CCOCC1,6,19,0,0.0,-16,1,0.1,-4,0,3,6
O=C(CCCN1C(=O)C(c2ccccc2)Oc2cccnc21)NCc1ccc(F)cc1 (stereo not drawn),3,-8,-16,0.1,23,14,-0.4,7,18,3,3
CC1SCCN1S(=O)(=O)c1ccc2ccccc2c1 (stereo not drawn),-3,-4,-14,0.1,12,25,7.9,0,7,-3,5
Cc1cc(C)c(NC(=O)c2cc(C(=O)O)ccc2C(=O)O)c([N+](=O)[O-])c1,3,1,-6,-0.2,-2,13,2.1,-4,14,2,2
CN(CCOc1ccc(Cl)cc1)C(=O)CNS(=O)(=O)c1ccc(N(C)C)c([N+](=O)[O-])c1,-1,2,-16,-0.1,-22,9,-0.4,6,4,·,7
O[C@H]1C[C@H](c2ccc(Cl)cc2)N(CC2CCCCC2)C[C@@H]1n1cc(C2CC2)nn1,·,20,-27,0.1,-6,-31,-0.8,12,-67,·,-23
